TRPC4 block – inhibitors of mouse TRPC4 channel. Q9QUQ5. HEK293 TRPC4beta/mu-opioid, DAMGO-evoked Fluo4 calcium flux; stronger effect = lower value. B-score at 10 µM. actives 0.39% (n = 300,000). AID 2247;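 active means B-score over 3 SD under the library average, no early fluorescence shift, positive overall ratio signal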
Target sequence (Q9QUQ5 whole entry, looked up): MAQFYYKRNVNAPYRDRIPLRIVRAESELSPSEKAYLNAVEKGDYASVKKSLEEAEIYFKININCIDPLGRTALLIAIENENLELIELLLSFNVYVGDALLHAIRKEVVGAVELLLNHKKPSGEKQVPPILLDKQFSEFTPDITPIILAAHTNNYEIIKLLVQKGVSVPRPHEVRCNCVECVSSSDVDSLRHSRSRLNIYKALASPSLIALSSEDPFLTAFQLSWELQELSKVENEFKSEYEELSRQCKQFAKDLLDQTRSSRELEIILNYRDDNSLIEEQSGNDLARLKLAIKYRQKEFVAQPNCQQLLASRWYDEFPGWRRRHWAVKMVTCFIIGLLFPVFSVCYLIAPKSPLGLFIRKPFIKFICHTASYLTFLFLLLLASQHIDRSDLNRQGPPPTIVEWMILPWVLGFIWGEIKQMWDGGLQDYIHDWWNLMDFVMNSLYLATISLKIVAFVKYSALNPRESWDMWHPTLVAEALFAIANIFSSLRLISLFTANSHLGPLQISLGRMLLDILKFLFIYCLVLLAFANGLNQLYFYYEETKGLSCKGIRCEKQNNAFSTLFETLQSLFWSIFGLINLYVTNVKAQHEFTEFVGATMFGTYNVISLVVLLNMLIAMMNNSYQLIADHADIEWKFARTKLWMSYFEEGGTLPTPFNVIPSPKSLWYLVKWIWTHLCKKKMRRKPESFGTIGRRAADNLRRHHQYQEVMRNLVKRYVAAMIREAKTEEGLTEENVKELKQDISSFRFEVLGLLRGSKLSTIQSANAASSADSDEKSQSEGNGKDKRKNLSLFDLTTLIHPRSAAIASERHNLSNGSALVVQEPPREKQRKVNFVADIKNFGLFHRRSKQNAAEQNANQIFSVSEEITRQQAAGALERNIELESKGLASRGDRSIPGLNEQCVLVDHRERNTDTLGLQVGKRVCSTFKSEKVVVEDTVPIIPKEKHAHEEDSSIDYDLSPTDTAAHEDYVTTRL
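Assay system: HEK293 cells with stable TRPC4beta plus mu-opioid receptor expression; Probe or stimulus: DAMGO in two steps, submaximal then maximal; Dosing: single-point compound dosing; Measured by: Fluo4 calcium-dye fluorescence, kinetic read; Read-out basis: B score from integrated Fluo4 fluorescence ratio.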
KCNQ1 inh – human KCNQ1 channel inhibition | P51787 | CHO-K1 KCNQ1, FluxOR thallium flux fluorescence; stronger effect = higher value | B-score at 10 µM | actives 1.3% (n = 310,000) | AID 2642;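 active means compounds whose thallium flux B-score, printed positive for inhibition, exceeds three library SD while starting fluorescence stays within three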;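 further: channel opened by potassium depolarization with thallium stimulus after 20 min compound exposure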
KCNK3 block – human KCNK3 channel inhibition, primary screen | O14649 | CHO-KCNK3 thallium flux, FluxOR fluorescence; stronger effect = lower value | B-score at 10 µM | actives 0.84% (n = 340,000);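 active means B-score under library mean minus 4 SD, starting fluorescence ratio at most library mean plus 5 SD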;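 further: more negative B-score means stronger inhibition of thallium flux through KCNK3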
TRPC4 potent – allosteric potentiators of mouse TRPC4 channel; Q9QUQ5; HEK293 TRPC4beta/mu-opioid, DAMGO EC20, Fluo-4 Ca2+ flux; stronger effect = higher value; B-score at 10 µM; actives 0.42% (n = 310,000); AID 2227;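 active means B-score of calcium response area above 5 SD of library B-scores, with initial fluorescence ratio within 5 SD of library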;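 further: B-score of integrated fluorescence ratio over time as area under calcium response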
TRPC4 act – TRPC4 (mouse) channel activation. HEK293 TRPC4beta/mu-opioid, Fluo4 calcium fluorescence; stronger effect = higher value. actives 0.49% (n = 310,000). B-score at 10 µM. AID 2237. Q9QUQ5;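 active means B-score above 5 SD of library B-scores, and initial fluorescence ratio not above library mean plus 5 SD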;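 further: positive B-score marks a calcium rise read as TRPC4 activation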
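Technique: kinetic Fluo4 calcium fluorescence; Test system: TRPC4beta and mu-opioid receptor HEK293 stable cells; Measure: B-scored integrated calcium fluorescence ratio; Benchmarks: low control buffer alone, high control maximal DAMGO; Schedule: 45 min room-temperature Fluo4 loading, 110 s read.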
KCNK9 block – blocks the human KCNK9 two-pore domain potassium channel. Q9NPC2. HEK293 KCNK9, FluxOR thallium flux fluorescence; stronger effect = lower value. B-score at 10 µM. actives 1.2% (n = 310,000). AID 488922;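 active means ratio B-score over 3 SD below the library mean, with starting fluorescence within 5 SD of its mean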;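 further: negative B-score means less thallium flux so channel inhibition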
KCNQ1 act – human KCNQ1 channel potentiation or activation. P51787. B-score at 10 µM. CHO-K1 KCNQ1, thallium flux FluxOR fluorescence; stronger effect = higher value. AID 2648. actives 0.35% (n = 310,000);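 active means fluorescence ratio B-score, a plate-corrected score, at least three library SD, with initial intensity B-score within 5 SD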
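Assay system: stable KCNQ1 CHO-K1 line; medium: assay buffer, equal DMSO in all wells; timing: 90 min dye loading and 20 min compound exposure, both at room temperature; technique: kinetic FluxOR thallium fluorescence, 10-s 1-Hz baseline, 110-s post-stimulus read; read-out basis: B score of baseline-normalized fluorescence ratio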
Platelet DG rel – modulates dense granule release in human platelets; actives 0.22% (n = 300,000); AID 1663; human platelet-rich plasma, SFLLRN dense granule ATP release, luminescence; inhibition, %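 (compounds screened at 7.5 µM in platelet-rich plasma)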;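 active means mean replicate score, as percent of positive control, at or above 50; inconclusive means mean below 50 but at least one replicate at or above 50; inactive means mean and every replicate below 50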
PolyA inh – blocks polyadenylation in yeast reporter cells | S. cerevisiae SKY197-pL101 polyadenylation reporter, beta-gal luminescence; efflux-impaired pdr1/pdr3 knockout yeast; score 100 = 6 SD above DMSO | calls only at 12 µM | actives 0.02% (n = 300,000) | AID 1875;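 active means lowest replicate activity score at least 50, where 100 means six control SD above control mean; inconclusive means lowest score under 50 but half or more replicates reach 50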;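 further: yeast exposed to compound for 9 h at 30 °C; higher score means more reporter readthrough which indicates perturbed polyadenylation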
Dyrk1A ADPGlo – inhibitors of rat Dyrk1A kinase; ADP-Glo luminescence, NFATc1 peptide; inhibition, % at 12.5 µM; actives 0.43% (n = 310,000); AID 504441; in the data active means inhibition above about 50%;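 further: plate controls were vehicle with enzyme for no effect and no enzyme for full effect; many of its hits are not listed in these tables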
hERG rescue – compounds protecting human hERG from proarrhythmic drug block; Q12809; activation (rescue from dofetilide block), less the hit threshold, % at 10 µM; CHO-hERG, FluxOR thallium flux, dofetilide IC70 present; actives 0.51% (n = 310,000);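 active means activation above the mean of controls blocked by dofetilide plus 5 SD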;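 further: thallium influx through hERG after potassium depolarization seen as dye fluorescence rise; in these data hits start at about 4.7%; inactives centre near -7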
* = called active by the depositor; i = inactive; ? = inconclusive; · = not tested or not shown. These rows are one share of the data; count on the stated rates, not on these rows.

SMILES | TRPC4 block | KCNQ1 inh | KCNK3 block | TRPC4 potent | TRPC4 act | KCNK9 block | KCNQ1 act | Platelet DG rel | PolyA inh | Dyrk1A ADPGlo | hERG rescue
O=C(NCCC1CCCCN1S(=O)(=O)c1ccccc1)C(=O)Nc1ccc(F)cc1 (stereo not given) | i | i | i | i | i | i | i | 3.5 | i | -2.5 | -14.2
COc1ccc(C)cc1NC(=O)CSc1ccc(-c2ccccn2)nn1 | i | i | i | i | i | i | i | 11.1 | i | 3.1 | -7.3
COCC1CCN(C(=O)c2ccc3oc(Cc4ccccc4)nc3c2)C1 (stereo not given) | i | i | i | i | i | i | i | -3.4 | i | 14.2 | -6.4
CC(C)n1nnc(-c2ccc(OCc3ccccc3F)cc2)n1 | i | i | -9.13* | i | i | -7.93* | i | -5.2 | i | -2.1 | -6.9
COc1ccc(/C=N/NC(=O)Cn2c(Cc3ccc(OC)c(OC)c3)nc3ccccc32)cc1 | i | i | i | i | i | i | i | 10.3 | i | 4.3 | -10.4
Cc1cc(C)c2oc(=O)cc(CN3CCN(Cc4ccccc4)CC3)c2c1 | i | i | i | i | i | i | i | 0.0 | i | -4.8 | -11.8
CCOC(=O)c1cc(-c2csc(-c3cccc(Cl)c3)n2)on1 | i | i | i | i | i | i | i | · | i | · | -2.5
CCOc1ccc(NC(=O)CC2C(=O)N(C)C(=S)N2Cc2ccco2)cc1 (stereo not given) | i | i | i | i | i | i | i | 9.4 | i | 5.4 | -14.2
Cc1cccc(CN2CCC(Oc3ccc(C(=O)N4CCCCC4)cc3)CC2)c1 | i | i | i | i | i | i | i | -3.5 | i | 3.4 | -9.3
Cc1ccc(/C=C/C(=O)Nc2ccc(S(N)(=O)=O)cc2)o1 | i | i | i | i | i | i | i | 3.2 | i | 17.0 | -20.9
O=C(Cc1c[nH]c2ccccc12)Nc1nnc(C2CC2)s1 | i | i | i | i | i | i | i | 2.4 | i | 3.7 | -4.5
COCCCn1nnnc1SCC(=O)Nc1nc2ccccc2s1 | i | i | i | i | i | i | i | -8.3 | i | -1.7 | -7.6
O=C(CSCc1ccc(F)cc1)Nc1ccccc1C(=O)N1CCOCC1 | i | i | i | i | i | i | i | 1.2 | i | 0.3 | -3.7
O=C(NCC(=O)N1CCCC1)c1cccs1 | i | i | i | i | i | i | i | 0.4 | i | -3.5 | 0.2
CCOC(=O)c1cc(-c2ccc(C)cc2)n(CCC(=O)NC(C)CC)c1C (stereo not given) | i | i | i | i | i | i | i | -0.5 | i | 2.9 | -11.6
CCOC(=O)CNC(=S)NN(C)C | i | i | i | i | i | i | i | -13.1 | i | 1.9 | -8.1
CCC(=O)N1CCc2cc(S(=O)(=O)N(C)c3ccc(Br)cc3)ccc21 | i | i | i | i | i | i | i | -0.5 | i | -2.2 | -3.9
COc1ccc(CCNC(=O)CSc2nc(C)nc3sccc23)cc1OC | i | i | i | i | i | i | i | -7.6 | i | 5.2 | -14.3
Cc1nc(C)c(-c2csc(Nc3ccccn3)n2)s1 | i | i | i | i | i | i | i | 1.0 | i | 2.5 | -4.3
CCC1CCCCN1C(=O)COc1ccc(F)cc1 (stereo not given) | i | i | i | i | i | i | i | 3.6 | i | · | -10.0
CC(C)[C@H](NC(=O)OC(C)(C)C)C(=O)NCC1CCC(C(=O)N[C@@H](Cc2ccccc2)C(=O)O)CC1 (stereo not given in full) | i | i | i | i | i | i | i | -0.8 | i | -1.5 | -2.6
O=[N+]([O-])c1ccc(Cl)c(/C=N/N2CCN(Cc3ccccc3)CC2)c1 | i | i | i | i | i | i | i | 0.7 | i | 0.2 | -8.2
N#Cc1c(NCc2ccccc2)ccnc1NCc1cccnc1 | i | i | i | i | i | i | i | 1.2 | i | 6.8 | -7.8
O=C(Cn1c(CC(=O)N2CCOCC2)nc2ccccc21)Nc1ccc2c(c1)OC(F)(F)O2 | i | i | i | i | i | i | i | 3.3 | i | 2.9 | -8.7
C=CCn1c(COc2cccc3cccnc23)nnc1SCC(=O)OC | i | i | i | i | i | i | i | -3.1 | i | -4.8 | -16.6

Entries of single compounds from above.
O=C(NCC(=O)N1CCCC1)c1cccs1 is listed as TRPC4 block: i; KCNQ1 inh: i; KCNK3 block: i; TRPC4 potent: i; TRPC4 act: i; KCNK9 block: i; KCNQ1 act: i; Platelet DG rel: 0.4; PolyA inh: i; Dyrk1A ADPGlo: -3.5; hERG rescue: 0.2
O=C(NCCC1CCCCN1S(=O)(=O)c1ccccc1)C(=O)Nc1ccc(F)cc1 (stereo not given) is listed as TRPC4 block: i; KCNQ1 inh: i; KCNK3 block: i; TRPC4 potent: i; TRPC4 act: i; KCNK9 block: i; KCNQ1 act: i; Platelet DG rel: 3.5; PolyA inh: i; Dyrk1A ADPGlo: -2.5; hERG rescue: -14.2
COc1ccc(/C=N/NC(=O)Cn2c(Cc3ccc(OC)c(OC)c3)nc3ccccc32)cc1 is listed as TRPC4 block: i; KCNQ1 inh: i; KCNK3 block: i; TRPC4 potent: i; TRPC4 act: i; KCNK9 block: i; KCNQ1 act: i; Platelet DG rel: 10.3; PolyA inh: i; Dyrk1A ADPGlo: 4.3; hERG rescue: -10.4

Shown with tabs: part of the list above.
Molecule	TRPC4 block	KCNQ1 inh	KCNK3 block	TRPC4 potent	TRPC4 act	KCNK9 block	KCNQ1 act	Platelet DG rel	PolyA inh	Dyrk1A ADPGlo	hERG rescue
O=C(Cn1c(CC(=O)N2CCOCC2)nc2ccccc21)Nc1ccc2c(c1)OC(F)(F)O2	i	i	i	i	i	i	i	3.3	i	2.9	-8.7
C=CCn1c(COc2cccc3cccnc23)nnc1SCC(=O)OC	i	i	i	i	i	i	i	-3.1	i	-4.8	-16.6
CCC1CCCCN1C(=O)COc1ccc(F)cc1 (stereo not given)	i	i	i	i	i	i	i	3.6	i	·	-10.0
COCC1CCN(C(=O)c2ccc3oc(Cc4ccccc4)nc3c2)C1 (stereo not given)	i	i	i	i	i	i	i	-3.4	i	14.2	-6.4

(cont.)
SMILES | TRPC4 block | KCNQ1 inh | KCNK3 block | TRPC4 potent | TRPC4 act | KCNK9 block | KCNQ1 act | Platelet DG rel | PolyA inh | Dyrk1A ADPGlo | hERG rescue
CN(/C=C1/C(=O)CNC1=O)CCO | i | i | i | i | i | i | i | 5.7 | i | -4.2 | -10.7
CCCCOC(=O)c1ccc(NC(=O)C(=O)NCc2ccco2)cc1 | i | i | i | i | i | i | i | -3.1 | i | 6.5 | -3.2
O=C(O)c1ccc(/C=C2\SC(=S)N(NC(=O)c3ccccc3[N+](=O)[O-])C2=O)cc1 | i | i | i | i | i | i | i | 1.1 | i | 6.7 | -4.7
CCCP(=O)(CC(=O)O)c1ccccc1 (stereo not given) | i | i | i | i | i | i | i | 1.4 | i | 0.7 | -7.0
Cc1cc(N2CCCCC2)nc(-c2ccc(Br)cc2)n1 | i | i | i | i | i | i | i | -5.7 | i | 6.8 | -10.7
COc1ccc(CCNS(=O)(=O)c2cnc(Cl)c(Br)c2)cc1OC | i | i | i | i | i | i | i | 2.8 | i | -2.5 | -5.3
CCN1CCN(S(=O)(=O)c2ccc(Cl)c(C(=O)NCc3ccco3)c2)CC1 | i | i | i | i | i | i | i | -2.3 | i | -3.0 | -18.6
CCOC(=O)C1=C(O)/C(=C/c2cc(OC)c(OC)c(OC)c2)SC1=Nc1ccc(OC)cc1 | i | i | i | i | i | i | i | 1.9 | i | 5.6 | -10.1
CC#CCN(Cc1ccco1)C(=O)C1CCC(=O)N(Cc2ccccc2F)C1 (stereo not given) | i | i | i | i | i | i | i | -5.0 | i | 15.2 | -16.4
OC(COC(c1ccccc1)c1ccccc1)CN1CCOCC1 (stereo not given) | i | i | i | i | i | i | i | -8.7 | i | 5.4 | -4.8
N/C(=N\OC(=O)/C=C/c1ccccc1)c1ccncc1 | i | i | i | i | i | i | i | -1.7 | i | 5.5 | -14.0
NC1=NC(=Nc2cccc(S(=O)(=O)N3CCOCC3)c2)c2ccccc21 | i | i | i | i | i | i | i | 1.6 | i | -10.7 | -15.8
S=C(NC1CCCCC1)N1CCCCC1 | i | i | i | i | i | i | i | 1.5 | i | -88.0 | -6.2
Cc1ccc2cc(C#N)c(SCC(=O)N3CCCc4ccccc43)nc2c1C | i | i | i | i | i | i | i | -0.6 | i | · | 0.9
Cc1ccc(NC(=O)N(Cc2ccco2)Cc2cc3cc(C)cc(C)c3nc2Cl)cc1 | i | i | · | i | i | i | i | 3.3 | i | · | -8.6
O=C(Nc1cnn(Cc2ccc(F)cc2)c1)c1cc2nc(-c3ccco3)cc(C(F)(F)F)n2n1 | i | i | i | i | i | i | i | -11.0 | i | 3.9 | -6.4
CC(C)C(=O)Nc1c2c(nc3ccccc13)N(C)CC2 | i | i | i | i | i | i | i | 0.9 | i | -6.1 | -16.2
CCOC(=O)c1ccc(COC(=O)c2ccc(-c3nnc(-c4ccccc4)o3)cc2)o1 | i | i | i | i | i | i | i | ? | i | 3.9 | -7.0
CCC(C)Sc1cccc(-c2nc3ccc(Cl)cn3c2NCc2ccccc2)c1 (stereo not given) | i | i | i | i | i | i | i | -4.4 | i | 16.0 | -24.2
Cc1ccccc1S(=O)(=O)Cc1ccc(C(=O)N2CCN(c3ncccn3)CC2)o1 | i | i | i | i | i | i | i | -4.5 | i | 2.3 | -6.8
NC(=O)COn1c(SCC(N)=O)nc2ccccc2c1=O | i | i | i | i | i | i | i | -0.5 | i | 11.0 | -8.1
CC(NC(=O)COc1ccc(-c2ccccc2)cc1)C1CCCO1 (stereo not given) | i | i | i | i | i | i | i | -13.1 | i | -1.1 | -4.7
COc1ccc2nc(NC(=O)c3ccco3)sc2c1 | i | i | i | i | i | i | i | · | i | 5.7 | -3.9
CCc1ccc(-c2cc(C)no2)cc1S(=O)(=O)N1CCN(C(=O)c2ccco2)CC1 | i | i | i | i | i | i | i | -22.0 | i | -0.2 | -12.2
O=C(O)Cn1cc(/C=N/Nc2ccc([N+](=O)[O-])cn2)c2ccccc21 | i | i | i | i | i | i | i | 8.6 | i | 18.0 | -1.8
O=C1c2ccccc2-c2nnc(-c3ccc(O)cc3)cc21 | i | i | i | i | i | i | i | 15.4 | i | 5.0 | -10.1

Assay outcomes deposited in PubChem by several laboratories.
